High-throughput results: PubChem, National Center for Advancing Translational Sciences (NCATS)
BRCA1 expr act = qHTS Assay to Identify Small Molecule Activators of BRCA1 Expression; actives 1.1% (n = 380,000); MCF7-BRCA1-FFLuc reporter, luminescence, 48 h; response scale: scaled: vehicle 0%, 10 µM genistein 100%; Potency, µM (series often up to 46.1 µM), for the others: at the highest dose activation, hits mostly activators; further: potency means the concentration at half of the fitted maximal effect; nearly all actives have a fitted effect of over 80% in size; some results filed as inactive show a strong effect at the top dose
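MCF7-BRCA1-FFLuc, 2000 cells/well; 2 h attach, 37 °C/5% CO2; compound 48 h; luciferase substrate 15 min; luminescence end-point. Norm. to genistein 10 microM max activation and DMSO; concentration-response curves fitted.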
B2AR arrestin = qHTS assay of beta-arrestin-biased ligands of beta2-adrenergic receptor. beta-arrestin recruitment to beta2AR, cell-based reporter. Potency, µM (doses to about 46.1 µM), inactives show at the top dose activation, usual class: activators. actives 0.02% (n = 330,000). AID 492947, 2010;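 further: potency means the concentration at half of the fitted maximal effect; 0% = DMSO controls and full agonism = EC100 isoproterenol or metaproterenol; nearly all actives have a fitted effect of over 65% in size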
TRPV1 agonist = HTS Assay for Compounds that Act as Agonists of the Vanilloid Receptor 1; Transient receptor potential cation channel subfamily V member 1 (Homo sapiens), Q8NER1; TRPV1-expressing cells, Fluo-8 calcium influx, agonist mode; activation, % at 8.33 µM; actives 0.19% (n = 320,000); AID 540275, 2011; in the data active means activation above about 80%; inconclusive means between about 30% and that limit; further: 0% is about no effect
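Cells expressing TRPV1 were dye-loaded with Fluo-8 and read kinetically: 10 s baseline, 3 min after compound (agonist portion), then 2 min after EC20 capsaicin (allosteric enhancer portion). Calcium-bound dye fluorescence at 480/520 nm.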
Eya2 inh = qHTS Assay for Inhibitors of the Phosphatase Activity of Eya2. Potency, µM (top dose mostly 76.9 µM), for the others: top-dose activity, negative = inhibition, hits mostly inhibitors. actives 0.006% (n = 330,000). AID 488837, 2010. recombinant Eya2, OMFP fluorescence dephosphorylation (OMFP is methylfluorescein phosphate); further: potency means the concentration at half of the fitted maximal effect; on the % scale 0 is the no-effect control and ±100 the full control effect
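Eya2 protein (added as 0.2 uM solution) was preincubated with compound for 10 min at ambient temperature in 50 mM HEPES pH 7.5, 50 mM NaCl, 5 uM MgCl2, 0.05% BSA, 1 mM DTT. OMFP (added at 50 uM) then reacted 10 min; fluorescence read at 485/525 nm.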
ASM inhibitor = Inhibitors of Secretory Acid Sphingomyelinase (S-ASM): qHTS | AID 504937, 2011 | placental ASM, HMU-PC fluorogenic substrate, 60 min | Potency, µM (highest dose often 57.5 µM), for the others: at the highest dose activity change, negative = inhibition, actives largely listed as inhibitors | actives 0.006% (n = 340,000); further: potency means the concentration at half of the fitted maximal effect
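Human placenta-derived ASM preincubated with compound 10 min at room temperature, then reacted with 9 uM (final) fluorogenic HMU-PC substrate for 60 min at 37 C. Stop solution raises pH to 10; fluorescence read at Ex 386/Em 447 nm.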
USP2a block = qHTS Assay for Inhibitors of Ubiquitin-specific Protease USP2a Using CHOP2 as the Reporter. Ubiquitin carboxyl-terminal hydrolase 2 (Homo sapiens), O75604. USP2 core, Ub-CHOP2 coupled fluorogenic reporter, 485/531. Potency, µM (titrated, usually from 38.3 µM), inactives show top-dose activity change, negative = inhibition, actives largely listed as inhibitors. actives 0.01% (n = 330,000);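 further: potency means the concentration at half of the fitted maximal effect; plate controls were DMSO wells for no effect and full inhibition by NEM control for full effect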
Target sequence (O75604 whole entry, looked up): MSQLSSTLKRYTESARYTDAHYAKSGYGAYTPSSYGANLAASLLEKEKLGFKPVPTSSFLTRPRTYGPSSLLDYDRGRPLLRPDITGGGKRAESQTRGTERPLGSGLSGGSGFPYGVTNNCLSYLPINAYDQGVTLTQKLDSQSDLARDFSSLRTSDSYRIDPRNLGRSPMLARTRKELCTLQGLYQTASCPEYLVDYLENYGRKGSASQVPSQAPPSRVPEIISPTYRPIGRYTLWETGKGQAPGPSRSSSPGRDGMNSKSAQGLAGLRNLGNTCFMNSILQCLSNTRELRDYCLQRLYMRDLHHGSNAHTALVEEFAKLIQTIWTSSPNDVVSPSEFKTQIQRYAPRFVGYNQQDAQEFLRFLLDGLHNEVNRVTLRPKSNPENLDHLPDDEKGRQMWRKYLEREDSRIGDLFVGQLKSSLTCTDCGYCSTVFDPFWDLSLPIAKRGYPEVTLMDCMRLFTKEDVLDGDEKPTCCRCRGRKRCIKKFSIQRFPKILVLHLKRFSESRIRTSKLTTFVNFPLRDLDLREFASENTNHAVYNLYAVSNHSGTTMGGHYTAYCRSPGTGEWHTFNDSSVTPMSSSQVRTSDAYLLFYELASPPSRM
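USP2 core (10nM final) preincubated 30min RT with compound in 20mM Tris-HCl pH 8.0, 2mM CaCl2, 2mM beta-mercaptoethanol, 0.05% CHAPS; 25nM Ub-CHOP2 plus 25nM reporter substrate added, fluorescence (Ex485/Em531) read after 60min.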
a7 integrin act = qHTS for Activators of Integrin-Mediated Alleviation for Muscular Dystrophy | alpha7betagal myoblasts, beta-gal FDG fluorescence, 48 h | Potency, µM (highest dose often 38.3 µM), without a hit: at the top dose activation, actives largely listed as activators | actives 0.064% (n = 350,000);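 further: potency means the concentration at half of the fitted maximal effect; 100% = response of the positive control SU9516; nearly all actives have a fitted effect of over 60% in size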
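Alpha7betagal+/- myoblasts (passage 13) were plated 16-24 hr, then exposed to compounds (1:260 dilution of DMSO stock) for 48 hours at 37C. After MPER lysis, β-galactosidase reporter activity was read as FDG fluorescence (ex 480/em 540) after 30 minutes.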
p53 reactivator = qHTS assay for re-activators of p53 using a Luc reporter | H1299 p53-A138V BP100-luciferase reporter, luminescence, 24 h | Potency, µM (series often up to 92.2 µM), without a hit: at the top dose activity change, positive = activation, actives largely listed as activators | actives 0.063% (n = 320,000) | AID 504706, 2011; further: potency means the concentration at half of the fitted maximal effect; % of control where 0% means no effect; nearly all actives have a fitted effect of over 45% in size
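p53-null H1299 cells stably carrying temperature-sensitive p53-A138V and a BP100-luciferase reporter were pinned with compounds (4-point, 1:5 series) and held 24 hrs at 37 deg C. Luminescence was read 10 min after detection reagent.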
TSG101-PTAP inh = qHTS Assay for Iinhibitors of HIV-1 Budding by Blocking the Interaction of PTAP/TSG101 | Tumor susceptibility gene 101 protein (Homo sapiens), Q99816 | Fluorescence polarization, FITC-PTAP peptide / Tsg101 binding | Potency, µM (doses to about 115 µM), inactives show at the top dose activity change, negative = inhibition, hits mostly inhibitors | 340,000 tested, under 10 active | AID 493005, 2010; active means well fitted inhibition curve with a large enough effect in the main read-out, with a control signal flat, not every such curve was filed as active; inconclusive means small, poorly fitted or top-dose-only effect, or effect the other way, or a change in a side signal; inactive means no such curve, though single readings can be large or run the other way; further: potency means the concentration at half of the fitted maximal effect; % of control where 0% means no effect
Target sequence (Q99816 whole entry, looked up): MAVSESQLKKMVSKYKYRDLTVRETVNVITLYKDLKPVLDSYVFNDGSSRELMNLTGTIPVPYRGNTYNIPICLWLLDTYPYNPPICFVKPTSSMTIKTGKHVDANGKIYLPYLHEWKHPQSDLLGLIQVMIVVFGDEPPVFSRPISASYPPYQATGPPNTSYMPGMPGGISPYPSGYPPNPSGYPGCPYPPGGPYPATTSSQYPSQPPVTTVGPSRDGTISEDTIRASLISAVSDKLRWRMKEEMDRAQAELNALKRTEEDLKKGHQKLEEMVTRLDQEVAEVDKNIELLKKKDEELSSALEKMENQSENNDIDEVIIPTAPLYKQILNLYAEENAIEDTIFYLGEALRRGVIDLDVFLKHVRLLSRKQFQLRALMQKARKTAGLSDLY
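Fluorescence anisotropy tracks displacement of a FITC-tagged PTAP peptide (50 nM) from the Tsg101 binding domain (10 uM), following a 20 min room-temperature incubation at pH 7.5.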
ELG1 genotox = qHTS screen for small molecules that induce genotoxicity in human embryonic kidney (HEK293T) cells expressing luciferase-tagged ELG1; HEK293T ELG1-luciferase reporter, luminescence, 16 h; Potency, µM (highest dose often 46 µM), for the others: at the highest dose activity change, positive = activation, actives largely listed as activators; actives 1.3% (n = 330,000); further: potency means the concentration at half of the fitted maximal effect; % of control where 0% means no effect; nearly all actives have a fitted effect of over 60% in size
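16 hr compound incubation (37 °C, 5% CO2) of HEK293T cells carrying luciferase-tagged ELG1; luciferase then measured by ONE-Glo luminescence after 30 min at RT.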
uPA surface inh = qHTS for Inhibitors of Cell Surface uPA Generation; Potency, µM (doses to about 38.3 µM), for the others: at the top dose activity change, negative = inhibition, hits mostly inhibitors; actives 0.31% (n = 330,000); cell surface uPA generation assay, qHTS; AID 540303, 2011; active means well fitted inhibition curve with a large enough effect; inconclusive means small, poorly fitted or top-dose-only effect; inactive means no such curve, though single readings can be large or run the other way; tested in mouse RAW 264.7 cells; further: potency means the concentration at half of the fitted maximal effect; on the % scale 0 is the no-effect control and ±100 the full control effect; nearly all actives have a fitted effect of over 55% in size
* = called active by the depositor; ? = inconclusive; . = no result given; [ ] = another dose, or the depositor's remark. Unless noted, the call rests on the fitted dose curve; in most records, active means well fitted curve in the direction sought with a large enough effect; inconclusive means small, poorly fitted or top-dose-only effect, or another doubt; inactive means no such curve, though single readings can be large; an effect the other way counts as inactive or inconclusive.

SMILES | BRCA1 expr act | B2AR arrestin | TRPV1 agonist | Eya2 inh | ASM inhibitor | USP2a block | a7 integrin act | p53 reactivator | TSG101-PTAP inh | ELG1 genotox | uPA surface inh
CCCC(=O)Nc1ccc(N2CCN(C(=O)c3ccccc3C)CC2)cc1 | -14% | -0.2% | -1 | -1% | 1% | 3% | 13% | -2% | -1% | -12% | -7%
CC1CCN(CCCNC(=O)CN2C(=O)CSc3ccc(S(=O)(=O)N4CCCCC4)cc32)CC1 | -22% | -0.4% | -2 | 7% | 1% | 4% | 44% | -12% | -8% | 0%[9.26 µM] | -5%
CC(C)OC(=O)CSc1nnc(CNc2ccc(Cl)cc2)n1Cc1ccccc1 | 1% | -0.1% | 3 | -6% | -9% | -7% | 3% | -2% | -2% | -3% | -3%
CC(=O)NCC(=O)OCC(=O)Nc1ccc(C(C)=O)cc1 | -13% | 0.3% | 1 | 5% | -1% | 3% | 3% | 1% | -5% | -4% | 1%
Cc1ccc(Oc2c(C)nc(-c3ccccc3)[nH]c2=O)cc1 | -31% | 4.1% | ? | -3% | 4% | -1% | 17% | 9% | 4% | -10% | 2%
COc1ccc(C(=O)C(/C=N/O)=N/Nc2ccc(F)cc2)cc1 | 15% | 2.8% | 12 | -5% | -5% | 1% | -26% | 3% | -7% | -6% | -1%
Cc1nc2cc(NCc3ccc(Cl)cc3)ccc2n1C | 53% | 0.1% | -10 | 4% | 2% | 0% | 1% | -26% | -3% | 2.6µM* | -4%
CCCCNC(=O)NS(=O)(=O)c1ccc(C(=O)OC(C)C)o1 | -15% | -1.1% | 7 | -3% | 2% | 2% | 13% | -3% | 0% | 1% | 3%
Cc1ccc(S(=O)(=O)NC(=NC2CCCCC2)c2ccc(F)cc2)cc1 | -2% | -0.1% | 2 | 6% | 4% | 1% | -25% | -1% | -8% | 1% | -7%
Cn1c(=O)c2c(nc(NCCc3ccccc3)n2Cc2ccccc2)n(C)c1=O | -74% | -0.1% | -1 | -2% | -6% | 8% | -41% | -5% | -1% | -7% | -4%
O=C(Nc1ccncc1)c1cncc(Br)c1 | 5% | -0.1% | 0 | -7% | 2% | -3% | -22% | -4% | -1% | -28% | 1%
CCOC(=O)c1c(-c2ccc(OC)cc2)oc2ccc(OCC(N)=O)cc12 | -36% | -0.6% | ? | 3% | 84%[activator] | 4% | 3% | -1% | -1% | -4% | -2%
Cc1cccc(-c2cc(C(=O)Nc3ccc4c(c3)OCCO4)c3ccccc3n2)c1 | 6% | -0.3% | 6 | -2% | -7% | -8% | -21% | 11% | -3% | -7% | 21%
CCCSc1nc(C)cc(C)c1S(C)(=O)=O | 9% | 0.5% | -1 | -12% | -1% | 2% | -34%[inhibitor] | -1% | -1% | 10% | -6%
O=C(CNC(=O)c1ccccc1)OC1CCCCC1 | ? | 0.5% | 24 | 4% | 0% | 0% | 16% | 12% | -5% | ? | -4%
Cc1ccc(C)c(N2CCN(C(=O)CCC(=O)N3CCOc4ccc(Cl)cc43)CC2)c1 | -58% | 0.6% | -4 | -12% | 0% | -8% | -29% | . | 1% | -8% | -15%
COc1cc(-c2c(C#N)c(=O)[nH]c3c2c(C)nn3-c2ccccc2)ccc1O | -3% | -1.1% | 2 | -8% | -1% | 2% | 18% | 3% | -2% | -2% | -2%
Cc1ccc(CS(=O)Cc2ccc(C(=O)NCC(C)c3ccccc3)o2)cc1 (configuration not stated) | -5% | 0.3% | 2 | 7% | 1% | 3% | 4% | 3% | -4% | 0% | 1%
O=[N+]([O-])c1ccccc1S(=O)(=O)NC1CCCC1 | -26% | -0.6% | -1 | 6% | 0% | 0% | -18% | 2% | -3% | 1% | 1%
c1ccc(Cn2nnc3c(N4CCc5ccccc5C4)ncnc32)cc1 | -4% | 0.0% | 26 | -12% | 0% | 0% | -10% | 0% | 1% | -1% | 1%
Cc1ccccc1NC(=O)c1ccc(Nc2c([N+](=O)[O-])cc([N+](=O)[O-])c3ccccc23)cc1 | -55% | 0.3% | 0 | 0% | ? | -4% | 18% | -11% | 3% | -13% | -6%
O=c1c2cc(NC(=S)NCc3ccccn3)ccc2nc2n1CCCCC2 | 0% | 0.6% | -1 | 7% | -7% | 1% | ? | 1% | -6% | 1% | -2%
CCN(CC)C(=O)c1nc[nH]c1C(=O)N1CCC(C)CC1 | 8% | -0.7% | . | 8% | 5% | 3% | 0% | 6% | 1% | 3% | 1%
O=C(CSc1nnc(-c2ccccc2)n1-c1ccccc1)N1c2ccccc2Sc2ccccc21 | -22% | 0.1% | -6 | 2% | 0% | 1% | 13% | -1% | 0% | 22% | .
O=C1c2cnccc2CN1Cc1ccccc1 | 5% | 0.1% | 0 | 15% | 0% | 4% | 13% | -4% | -5% | 2% | 1%
CCC(=O)Nc1ccc(S(=O)(=O)Nc2ncccn2)cc1 | 9% | 3.2% | 0 | -22% | -1% | 7% | 5% | -4% | -1% | -9% | 1%
O=C(Oc1cccnc1)c1ccccc1[N+](=O)[O-] | 22% | -1.1% | -5 | -8% | 10% | 2% | -1% | -5% | -8% | 0% | -24%
CCOC(=O)Cc1nnc(NC(=O)CSc2nncn2C)s1 | -2% | -0.1% | -4 | 19% | 5% | 0% | 20% | -5% | -4% | -1% | -1%
COc1ccc(S(=O)(=O)N2CCCN(CC(=O)Nc3cc(NC(C)=O)ccc3OC)CC2)cc1 | 1% | 4.3% | -2 | 9% | 0% | 0% | 25% | 9% | -14% | 0% | 2%
O=C(NC1CCCCC1)c1ccc(S(=O)(=O)NCc2ccco2)cc1 | 3% | -0.2% | 5 | 0% | 1% | 1% | -53%[inhibitor] | 9% | -3% | 0% | .
COc1ccc(CC(=O)NC(C)(C)C)cc1S(=O)(=O)N1CCOCC1 | 1% | 0.2% | -1 | -13% | 4% | 1% | 17% | 0% | -13% | -3% | -1%
CCC(CC)C(=O)NCc1ccc2c(c1)cc(C)n2C | 6% | -0.6% | 1 | 19% | -2% | 0% | 11% | 8% | -8% | -6% | .
CCOC(=O)c1cccc(Nc2ncnc3ccc(C)cc23)c1 | -35% | -0.3% | ? | -6% | -3% | 4% | -23% | -7% | -2% | -5% | 5%
CC(C)c1ccccc1NC(=O)CSc1n[nH]c(=O)n1C1CC1 | -3% | -1.1% | 8 | 7% | 2% | 2% | 31% | ? | -1% | 0% | 6%
CC(=O)N(c1ccc(C(C)C)cc1)C1C=CS(=O)(=O)C1 (configuration not stated) | -6% | -0.2% | -1 | 4% | 2% | 1% | 8% | -7% | -1% | -5% | 2%
COc1cccc(C2=CC(=O)C[C@H](c3ccc(F)cc3)C2)c1 | 5% | -0.3% | ? | -11% | 0% | -8% | -16% | 4% | 2% | -7% | 7%
CC(C)NC(=O)NC(=O)COC(=O)c1ccc(S(=O)(=O)NCc2ccco2)cc1 | -4% | -0.7% | 0 | -5% | 2% | 0% | 0% | 1% | -1% | 1% | 7%
COc1ccc(N2CCN(C(=O)COC(=O)Cc3cccc(OC)c3)CC2)cc1 | -2% | 0.1% | -1 | 18% | 3% | -2% | 3% | -6% | 0% | 0% | 0%
O=C(OCC(=O)N1CCC(Cc2ccccc2)CC1)c1cccnc1Cl | -16% | -0.2% | . | -1% | 3% | -1% | 11% | 19% | -6% | -2% | -2%
CCCCC(=O)Nc1ccc2c(c1)nc1n2CCSC1 | ? | 8.3% | -4 | -26% | 7% | 0% | ? | 12% | -1% | 7.3µM* | -5%
O=C1C2CCCCN2C(=O)N1CCCCN1CCN(c2ccccc2Oc2ccccc2)CC1 (configuration not stated) | -2% | -0.1% | 2 | 8% | -1% | 3% | -41% | . | -2% | -9% | -30%
O=C(c1ccc(Oc2ccc(Cl)cc2)c([N+](=O)[O-])c1)N1CCCC1 | 0% | 2.3% | ? | 4% | -2% | 7% | -22% | 0% | -1% | -11% | -9%

Not a hit list (roughly 2.6% active in at least one column).
